RECQ1 inh: RECQ1 (human) helicase inhibition; RECQ1 DNA unwinding, red fluorescence kinetic read; P46063; actives 0.54% (n = 240,000); Potency, µM (top dose mostly 57.3 µM), inactives show at the highest dose activity, negative = inhibition, usual class: inhibitors;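 also: plate controls were vehicle for no effect and no enzyme for full effect; nearly all actives have a fitted effect of over 30% in size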
Target sequence (P46063 whole entry, looked up): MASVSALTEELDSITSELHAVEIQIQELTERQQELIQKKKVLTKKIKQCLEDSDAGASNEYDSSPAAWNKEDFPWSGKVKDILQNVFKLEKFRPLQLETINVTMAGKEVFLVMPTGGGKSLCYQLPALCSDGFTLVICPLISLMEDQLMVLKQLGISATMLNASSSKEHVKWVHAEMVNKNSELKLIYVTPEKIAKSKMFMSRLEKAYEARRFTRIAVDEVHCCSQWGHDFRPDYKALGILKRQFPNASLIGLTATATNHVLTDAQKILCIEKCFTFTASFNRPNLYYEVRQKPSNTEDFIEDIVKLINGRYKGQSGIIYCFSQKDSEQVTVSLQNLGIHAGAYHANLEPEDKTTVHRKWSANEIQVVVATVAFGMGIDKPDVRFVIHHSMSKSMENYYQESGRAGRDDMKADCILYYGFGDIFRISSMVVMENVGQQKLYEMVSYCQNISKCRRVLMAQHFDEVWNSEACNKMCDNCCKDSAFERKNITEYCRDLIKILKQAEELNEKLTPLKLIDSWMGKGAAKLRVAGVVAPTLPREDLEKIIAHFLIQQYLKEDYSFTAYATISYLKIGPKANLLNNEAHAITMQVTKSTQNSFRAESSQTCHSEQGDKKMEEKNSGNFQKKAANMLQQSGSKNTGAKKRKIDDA
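50 nM RECQ1T1 preincubated 15 min with compound in Tris pH 8.0 buffer with MgCl2, DTT, Tween-20 and 2.5 ug/ml poly(dI-dC); started with 200 nM TAMRA/BHQ-2 forked duplex and 2 mM ATP. Unwinding read as fluorescence (525/598 nm), two reads 2 h apart.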
L3MBTL1 inh: blocks human L3MBTL1. Q9Y468. AlphaScreen L3MBTL1–H3K9me1 peptide binding. Potency, µM (highest dose often 57.1 µM), without a hit: at the highest dose activity, negative = inhibition, hits mostly inhibitors. actives 0.66% (n = 230,000). AID 485360; also: % is scaled to controls: 0 for no effect and ±100 for the full control effect; nearly all actives have a fitted effect of over 60% in size
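AlphaScreen assay: L3MBTL1 (50 nM final) was preincubated 30 min at room temperature with biotinylated H3(1-15)K9me1 peptide (75 nM final), then 30 min with library compounds; streptavidin donor and nickel chelate acceptor beads (10 ug/mL final) added, 30 min dark.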
Tau fibril ThT: tau fibrillization inhibition (ThT binding); actives 2.1% (n = 270,000); AID 1460; Potency, µM (titrated, usually from 57.4 µM), for the others: at the highest dose activity, negative = inhibition, actives largely listed as inhibitors; P10636; recombinant tau K18 P301L, heparin-induced fibrillization, ThT fluorescence; also: % is scaled to controls: 0 for no effect and ±100 for the full control effect; nearly all actives have a fitted effect of over 55% in size
Target sequence (P10636 561-689 P618L limits assumed): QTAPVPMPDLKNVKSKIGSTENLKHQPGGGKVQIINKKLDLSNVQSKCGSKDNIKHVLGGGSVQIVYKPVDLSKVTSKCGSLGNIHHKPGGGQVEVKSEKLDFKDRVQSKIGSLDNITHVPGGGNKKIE
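Aggregation was driven by heparin (20 uM final) acting on recombinant tau […] bearing P301L in 100 mM sodium acetate pH 7; fibrils were detected with Thioflavin T.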
TRb SRC2 PPI: inhibitors of human thyroid hormone receptor beta-SRC2 interaction; P10828; Potency, µM (titrated, usually from 106 µM), without a hit: at the top dose activity change, negative = inhibition, hits mostly inhibitors; AID 1469; TRbeta-SRC2 peptide binding, fluorescence polarization; receptor liganded with 1 µM T3; actives 0.065% (n = 280,000);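 also: plate controls were bound peptide for no effect and peptide without receptor for full effect; nearly all actives have a fitted effect of over 50% in size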
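Polarization signal, normalized between peptide-alone and full complex controls, measured compound effects on T3-liganded human TRb LBD (0.6 uM) binding 20 nM Texas Red SRC2 peptide after 5 hr.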
Tau fibril FP: inhibitors of human tau fibril formation; P10636; K18 P301L tau heparin fibrillization, Alexa594 FP, 6 h; Potency, µM (top dose mostly 57.7 µM), inactives show at the highest dose activity, negative = inhibition, most hits filed as inhibitors; actives 0.39% (n = 280,000); AID 1468; also: % is scaled to controls: 0 for no effect and ±100 for the full control effect; nearly all actives have a fitted effect of over 55% in size
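Read-out: fluorescence polarization of Alexa 594-labeled tau (0.24 uM), 555 nm excitation, 632 nm emission. Mixtures held 15 uM unlabeled K18 P301L, compound and 20 uM heparin, pH 7 acetate buffer, incubated 6 hr at 37 C.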
HTT cytoprotect: Huntington cell model cytoprotection by ATP luminescence | PC12 HTT-Q103 induced, cytoprotection, ATP luminescence, 40 h | Potency, µM (titrated, usually from 56.4 µM), for inactives: cytoprotection (ATP increase), hits mostly activators | actives 0.14% (n = 230,000) | AID 1471;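 also: % of control where 0% means no effect; nearly all actives have a fitted effect of over 45% in size; toxic huntingtin expression switched on by the ecdysone agonist tebufenozide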
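ATP quantification (ATPlite) reports survival of PC12 cells in which tebufenozide, 100 nM final, switches on Htt exon 1 with 103 glutamines linked to GFP; compounds are titrated.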
Tau fluor counter: counter-screen for tau fibril formation inhibitors; tau K18 P301L (four-repeat tau fragment) Alexa594 fluorescence, heparin fibrillization; Potency, µM (titrated, usually from 57.7 µM), inactives show at the highest dose activity change, negative = decrease; actives 0.93% (n = 280,000); AID 1463; also: % is scaled to controls: 0 for no effect and ±100 for the full control effect; nearly all actives have a fitted effect of over 55% in size
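Human K18 P301L tau (15 uM unlabeled plus 0.24 uM Alexa 594-labeled, final) in 100 mM sodium acetate pH 7 was mixed with compound and 20 uM heparin and incubated 6 hr at 37 C.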
TexasRed fluor: alters Texas Red total fluorescence, flagging assay interference; TRb/SRC2 Texas Red total fluorescence interference; Potency, µM (titrated, usually from 106 µM), inactives show at the top dose fluorescence change, negative = quenching; actives 0.29% (n = 280,000); AID 1479; active = well fitted curve in either direction with a large enough effect; inconclusive = small, poorly fitted or top-dose-only effect; also: % is scaled to controls: 0 for no effect and ±100 for the full control effect
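Human TRb ligand-binding domain at 0.6 uM with 20 nM Texas Red SRC2 peptide in Tris buffer containing 1 uM T3 and 5% DMSO, incubated with compound 5 h at ambient temperature. Total fluorescence (555/632 nm) calculated as parallel + 2 × perpendicular.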
The depositor's hits bear a star; i = inactive; ? = inconclusive; . = no result given; & = joins results of further samples; [ ] = another dose, or the depositor's remark. Unless noted, calls follow the shape of the dose curve; as a rule, active = well fitted curve in the direction sought with a large enough effect; inconclusive = small, poorly fitted or top-dose-only effect, or another doubt; inactive = no such curve, though single readings can be large; an effect the other way counts as inactive or inconclusive. Potency is read from the fitted curve at half-maximal effect.

structure,RECQ1 inh,L3MBTL1 inh,Tau fibril ThT,TRb SRC2 PPI,Tau fibril FP,HTT cytoprotect,Tau fluor counter,TexasRed fluor
O=C(Nc1nnc(-c2ccco2)o1)C1CC1,2%,-6%,6%,-3%,0%,.,10%,-1%
CCOC(=O)N/N=C/c1ccc(OCCSc2ccc(Cl)cc2)c(OC)c1,-14%,2%,?,2%,-3%,17%[10 µM],-10%,-2%
CCn1cc(C(=O)OCC(=O)N(C)Cc2ccccc2)c(=O)c2ccc(C)nc21,i,2%,-3%,-8%,8%,-20%,1%,-3%
COCCNC(=S)N/N=C(\C)c1ccc(Cl)c(Cl)c1,-17%,-22%,-5%,2%,2%,-12%[10 µM],-5%,1%
CC1(C)C(=O)NCCN1C(=O)CSc1nccc(-c2ccc(Br)cc2)n1,0%,0%,-1%,-7%,-4%,-8%[10 µM],-1%,0%
O=Cc1ccc(OCC(=O)NC(=O)NC2CCCCC2)cc1,-11%,.,-16%,-18%,0%,?,-11%,-2%
COc1ccccc1CC(=O)Nc1ccc(-c2noc(COc3ccc(Cl)c(C)c3)n2)cc1,-4%,.,-11%,-8%,-12%,-25%,-17%,1%
Cc1ccccc1NC1=C(Cl)C(=O)N(C2CCCCC2)C1=O,-15%,-1%,?,0%,5%,-5%[10 µM],-13%,-5%
COc1cccc(NC(=O)c2oc3ccc(S(=O)(=O)N4CCOCC4)cc3c2C)c1,i,.,-2%&2%,-3%&-10%,-5%&-8%,-98%[inhibitor],?,-2%&0%
Cc1ccc(-n2nc3c(=O)n(CC(=O)NCc4ccco4)nc(C)c3c2C)cc1,.,.,5%,-4%,1%,.,4%,0%
COC(c1ccccc1)c1nnc(CCC(=O)N(C)CCc2ccccc2)o1 (stereo unspecified),-12%,-8%,8%,5%,6%,-5%[10 µM],10%,-2%
Cc1ccccc1NC(=O)Nc1cc(S(N)(=O)=O)ccc1C,-2%,5%,16%,10%,5%,-52%[inhibitor][10 µM],4%,-1%
CO/N=C(\C(=O)N[C@@H]1C(=O)N2C(C(=O)O)=C(CSc3nc(=O)c(O)nn3C)CSC12)c1csc(N)n1 (stereo partly specified),?,.,?,9%,?,.,?,-4%
COC(=O)Nc1nncs1,-2%,5%,-2%,1%,-3%,24%[10 µM],-8%,1%
COC(=O)c1[nH]c2cc(OC)ccc2c1N=CN(C)C,0%,-5%,3%,5%,-1%,17%[10 µM],-2%,-4%
O=C(CN1CCN(c2ccc(Cl)cc2)CC1)Nc1ccc(F)cc1F,.,.,?,3%,12%,.,-24%,-1%
Cc1cc(N/C=C2\CCCCC2=O)no1,-1%,.,-2%,8%,-4%,-2%,-7%,1%
COc1cccc(NC(=O)CN(c2cccc(C(F)(F)F)c2)S(C)(=O)=O)c1,-10%,40%[activator],16%,-15%,-5%,-4%[10 µM],2%,2%
Cc1c(-c2ccccc2)n(-c2ccc(Cl)cc2)c2nc3c(c(=O)n(C)c(=O)n3C)n12,.,.,-1%,5%,-3%,.,7%,-1%
COc1ccc(/C=C\C(=O)NC2CC(=O)N(c3ccc(F)cc3)C2)cc1OC (stereo unspecified),.,.,-4%,-2%,-1%,.,-2%,2%

Full records from above. Values in the order: RECQ1 inh, L3MBTL1 inh, Tau fibril ThT, TRb SRC2 PPI, Tau fibril FP, HTT cytoprotect, Tau fluor counter, TexasRed fluor
Results for `COCCNC(=S)N/N=C(\C)c1ccc(Cl)c(Cl)c1` : -17%, -22%, -5%, 2%, 2%, -12%[10 µM], -5%, 1%
Results for `COC(=O)c1[nH]c2cc(OC)ccc2c1N=CN(C)C` : 0%, -5%, 3%, 5%, -1%, 17%[10 µM], -2%, -4%

Next part
structure,RECQ1 inh,L3MBTL1 inh,Tau fibril ThT,TRb SRC2 PPI,Tau fibril FP,HTT cytoprotect,Tau fluor counter,TexasRed fluor
O=C(COc1ccc(Br)cc1)N(CCO)CCO,-5%,14%,-9%,0%,-10%,2%[10 µM],-10%,-1%
COc1ccccc1N=CC1=C(O)CC(c2ccccc2)CC1=O (stereo unspecified),-2%,16%,-14%,3%,8%,-36%[10 µM],-8%,1%
c1ccc(OCCn2c(-c3ccco3)nc3ccccc32)cc1,-8%,0%,-6%,6%,3%,-3%,2%,6%
CCn1cc(CN2CCCC(C(=O)c3ccc(-c4ccccc4)c(F)c3)C2)cn1 (stereo unspecified),-7%,-13%,4%,2%,2%,-9%[10 µM],-2%,0%
COc1cccc(NC(=O)CSc2cc(C)[nH]c(=O)n2)c1,.,.,-1%,-11%,?,.,1%,-1%
CC1(C)CC(=O)C2=C(C1)OC(N)=C(C#N)C2C1CC=CCC1 (stereo unspecified),-10%,9%,-6%,-8%,6%,-10%[10 µM],-6%,-1%
COc1ccc(/C=N/NC(=O)c2c(C)nc3ccc(Br)cn23)cc1OC,8%,-11%,-13%,-3%,7%,-13%[10 µM],-3%,-2%
COc1ccc2nc(C)cc(SCC(=O)N/N=C/c3ccccc3)c2c1,i,4%,-5%,9%,-5%,-15%[10 µM],-16%,0%
C[C@@]12CCC=C[C@H]1[C@H](c1ccccc1Br)N(Cc1ccccc1)C2=O,i,-8%,?,13%,-2%[81.3 µM],-168%[inhibitor],-16%[81.3 µM],1%
COc1ncnc2c1oc1nc(CC(C)C)c3c(c12)CCCC3,-7%,3%,6%,-23%,-1%,-24%[0.074 µM],-2%,-2%
COCCn1c(C)cc(O)c(C(c2ccc(OC)cc2)N2CCN(c3ccccc3)CC2)c1=O (stereo unspecified),.,.,?,-4%,-2%,.,7%,0%
Cc1ccc2nc(NC(=O)CC3Oc4ccccc4NC3=O)sc2c1 (stereo unspecified),-5%,.,.,-4%,1%,-5%[10 µM],4%,-3%
CCOC(=O)c1[nH]c(C)c(C)c1C,-3%,-2%,-2%,-15%,1%,7%,2%,-3%
Cc1cccc(Nc2c3c(nc4ncnn24)CCC3)c1,i,57%[activator],5%,-9%[53 µM],5%,12%[10 µM],6%,1%[53 µM]
Cc1ccc(-c2nc(CSCC(=O)NCc3cccnc3)c(C)o2)cc1,i,9%,-2%,-5%,5%,-25%,3%,0%
Cc1[nH]c2ccccc2c1C(=O)CSc1ccccc1,-8%,14%,?,6%,?,-7%[10 µM],-23%,-1%
C/C(N)=C(/C#N)C(=O)CSc1nn(-c2ccc(Cl)cc2)c(=S)s1,?,-1%,-7%,1%,?,-96%[inhibitor],?,-3%
Cn1c(CNC(=O)CSc2nc(-c3ccccc3F)nc3cc(=O)[nH]n23)nc2ccccc21,.,.,-5%,11%,2%,.,-3%,-1%
Cc1c(OC(=O)CNC(=O)OC(C)(C)C)ccc2c3c(c(=O)oc12)CCC3,18%,-2%,?,7%,10%,16%[0.074 µM],-10%,-3%
COc1ccc(C(=O)NCS(=O)(=O)c2ccc(C)cc2)cc1,-9%,1%,?,-11%,-2%,-3%,0%,2%
COc1cccc(C2NC(=O)c3ccccc3O2)c1OC (stereo unspecified),-2%,4%,-4%,5%,2%,-18%,1%,-3%
COc1ccccc1N1CCN(C(=O)C2CCCO2)CC1 (stereo unspecified),-15%,-19%[11.4 µM],7%,-17%,4%,6%,5%,-1%
Cc1ccc(-c2nc(N=Nc3ccc(O)cc3)n[nH]2)cc1,-2%,-15%,2.5µM*,-3%,-2%,-6%[10 µM],-27%,-3%
CC(C)N(c1ccccc1)c1ccc(NC(=S)NCCN(C)C)cc1,-1%,.,-15%,2%,-2%,-41%,-24%,2%
CC(C)Sc1nnc(CNC(=O)C23CC4CC(CC(C4)C2)C3)n1Cc1ccccc1,0%,1%,-10%,-18%,-6%,14%[10 µM],-3%,1%
Cc1ccc(S(=O)(=O)N2CCC(=O)N(C(COCc3cccc(C)c3)Cc3ccccc3)CC2)cc1 (stereo unspecified),i,-7%,-21%,-10%,-3%,.,-19%,-1%
CC(C(=O)NC(C)(C)C)N(C(=O)CS(=O)CC(=O)Nc1ccc(F)cc1)c1ccccc1F (stereo unspecified),-1%,.,-5%,-1%,3%,-50%[inhibitor],-8%,0%
S=C(NCCc1ccccc1)Nc1ccccn1,-10%,0%,-2%,-7%,-1%,7%[10 µM],-1%,1%
Clc1cc2c(nn1)Nc1ccccc1S2,-2%,1%,?,4%,2%,4%[10 µM],-28%,-2%
Cc1ccc(-c2nnc(NCc3nc4ccccc4[nH]3)c3ccccc23)cc1S(=O)(=O)N(C)C,-4%,-10%,3%,2%,?,-15%[10 µM],?,-4%
CCOC(=O)c1[nH]c(C)c(C(=O)OCC(=O)Nc2sc3c(c2C#N)CCCCC3)c1C,23%,5%,2%,-7%,-4%,-33%,-9%,0%
COc1ccc(C(=O)Oc2c(CN3CCOCC3)cc(Cl)c3cccnc23)cc1,-4%,.,-16%,-2%,-1%,-102%[inhibitor],-17%,-5%
O=S(=O)(NC1CCCCC1Oc1ccccc1)c1ccccc1 (stereo unspecified),-3%,8%,0%,-5%,2%,-6%[10 µM],-10%,?
Cc1nc(-c2ccccc2)[nH]c(=O)c1Oc1ccc(Cl)cc1Cl,-4%,2%,-8%,3%,-4%,-4%[10 µM],-12%,1%
O=C(CCN1C(=O)/C(=C/c2ccccc2)SC1=S)NNC(=O)c1ccncc1,5%,9%,-3%,4%,?,.,0%,-1%

Screening data (PubChem BioAssay)

A portion of the library. The share of hits here may be higher or lower than overall.
